Screens from PubChem BioAssay.
AGP1 TOR yeast: alters AGP1-GFP fluorescence in TOR pathway yeast screen; actives 0.02% (n = 320,000); GFP response vs DMSO, % at 10 µM; S. cerevisiae AGP1-GFP multiplex flow cytometry, 3 h; GFP as percent of DMSO wells; AID 2066;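 active means GFP response relative to DMSO above a set limit, near screen average plus 3 SD, cut at about 150% in these data; inconclusive means fewer than 70 cells counted for the yeast strain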;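 further: median GFP channel fluorescence of the gated AGP1 strain per well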
CIT2 TOR yeast: modulators of TOR pathway CIT2-GFP in S. cerevisiae. AID 2029. actives 0.065% (n = 320,000). S. cerevisiae CIT2-GFP strain, flow cytometry, 3 h; 100 means same as DMSO wells. GFP response vs DMSO, % at 10 µM;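 active means GFP response relative to DMSO above a set limit, near the screen mean plus 3 SD, cut at about 150% in these data; inconclusive means Fewer than 70 cells measured for a yeast strain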;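 further: ratio of well median GFP fluorescence to mean of DMSO wells on the plate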
RPL19A-GFP yeast: alters RPL19A-GFP fluorescence in TOR pathway yeast screen | S. cerevisiae RPL19A-GFP strain, flow cytometry, 3 h; active compounds read low | percent response vs DMSO, % at 10 µM | actives 0.3% (n = 330,000) | AID 2025;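 active means percent response vs DMSO below 50%; inconclusive means fewer than 70 events counted for the yeast strain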;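 further: median channel GFP fluorescence of the barcoded RPL19A-GFP strain; ratio of sample median GFP to plate DMSO average so 100% = DMSO; lower means less RPL19A-GFP as with rapamycin TOR inhibition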
GASC-1 inh: human JMJD2C demethylase inhibition; actives 0.069% (n = 330,000); inhibition, % at 2.35 µM; AID 2099; GST-JMJD2C(1-420) H3K9me3 demethylation, DELFIA europium; Q9H3R0;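 active means more than half of a compound's replicate wells show inhibition beyond 50%, single wells judged on their own value; inconclusive means some, but no more than half, of replicates pass 50% inhibition; inactive means no replicate passes 50% inhibition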;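 further: signal counts dimethyl H3K9 product captured on neutravidin plate; 0% = median of DMSO wells and 100% = 0.3 times that DMSO median; strong numbers were not always called active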
VLA-4 inh: inhibition in a human VLA-4 binding assay. P13612. VLA-4 expressing cells, ligand binding flow cytometry. inhibition, % (about 7 µM as worked out from the volumes in the protocol). actives 0.2% (n = 330,000); in the data active means inhibition above about 50%
Target sequence (P13612 whole entry, looked up): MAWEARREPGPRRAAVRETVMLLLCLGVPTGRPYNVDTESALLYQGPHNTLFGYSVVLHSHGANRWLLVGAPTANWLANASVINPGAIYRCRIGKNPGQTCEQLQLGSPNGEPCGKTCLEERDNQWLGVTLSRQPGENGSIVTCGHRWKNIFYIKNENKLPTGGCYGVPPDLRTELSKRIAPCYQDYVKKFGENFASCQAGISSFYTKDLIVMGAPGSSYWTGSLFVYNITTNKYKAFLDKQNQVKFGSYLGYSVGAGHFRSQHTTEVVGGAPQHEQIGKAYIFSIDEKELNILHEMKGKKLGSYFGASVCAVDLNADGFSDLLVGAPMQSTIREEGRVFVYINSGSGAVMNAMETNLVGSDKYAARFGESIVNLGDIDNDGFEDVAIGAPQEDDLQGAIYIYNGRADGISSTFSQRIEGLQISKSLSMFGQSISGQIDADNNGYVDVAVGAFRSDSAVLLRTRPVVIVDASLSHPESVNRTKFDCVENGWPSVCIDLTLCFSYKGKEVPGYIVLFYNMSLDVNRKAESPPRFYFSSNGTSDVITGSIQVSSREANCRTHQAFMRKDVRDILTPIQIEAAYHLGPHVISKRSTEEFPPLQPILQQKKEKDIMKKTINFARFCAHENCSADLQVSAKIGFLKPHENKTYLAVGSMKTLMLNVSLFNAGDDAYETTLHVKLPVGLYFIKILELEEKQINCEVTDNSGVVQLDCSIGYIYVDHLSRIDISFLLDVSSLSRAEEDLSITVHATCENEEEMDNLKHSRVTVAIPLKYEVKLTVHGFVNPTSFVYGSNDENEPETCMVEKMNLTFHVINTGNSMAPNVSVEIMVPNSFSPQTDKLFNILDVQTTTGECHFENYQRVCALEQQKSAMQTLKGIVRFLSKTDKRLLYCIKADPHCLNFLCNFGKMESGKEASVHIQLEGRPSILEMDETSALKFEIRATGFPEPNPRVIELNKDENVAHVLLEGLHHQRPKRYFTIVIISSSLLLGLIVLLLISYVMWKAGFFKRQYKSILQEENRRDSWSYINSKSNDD
LAP4-GFP MLPCN: modulators of TOR pathway LAP4-GFP in S. cerevisiae; S. cerevisiae LAP4-GFP multiplex, flow cytometry GFP, 3 h; median GFP as percent of DMSO wells; GFP response vs DMSO, % at 10 µM; actives 0.34% (n = 320,000); AID 2023;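 active means GFP response vs DMSO above a set limit, about the screen mean plus 3 SD, cut at about 150% in these data; inconclusive means under 70 cell events counted for the yeast strain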
MEP2-GFP yeast: alters MEP2-GFP fluorescence in TOR pathway yeast screen. GFP response vs DMSO, % at 10 µM. actives 0.51% (n = 330,000). S. cerevisiae MEP2-GFP strain, flow cytometry GFP, 3 h; 100% = DMSO control level;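 active means GFP response versus DMSO above a set limit, roughly screen mean plus 3 SD, cut at about 180% in these data; inconclusive means fewer than 70 cells counted for a yeast strain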;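 further: median GFP fluorescence of the barcode-gated MEP2-GFP cells per well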
GRK2 inh: blocks RNA aptamer binding to human GRK2; inhibition of aptamer binding, % at 10 µM; bead flow cytometry, FAM-aptamer displacement from GRK2; P25098; actives 0.59% (n = 330,000);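 active means inhibition of aptamer binding above 40%, roughly 3 SD of noise, on plates passing a quality check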;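 further: median bead fluorescence of bound FAM aptamer so fluorescent compounds give negative values; no value below 0 was filed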
Active calls of the source: *; ? = inconclusive; . = no result given; [ ] = another dose, or the depositor's remark.

SMILES | AGP1 TOR yeast | CIT2 TOR yeast | RPL19A-GFP yeast | GASC-1 inh | VLA-4 inh | LAP4-GFP MLPCN | MEP2-GFP yeast | GRK2 inh
O=C(NCCn1c(C(F)(F)F)nc2cc(C(F)(F)F)ccc21)[C@H]1CCCN1c1nc(CN2CCCCC2)cs1 | 87 | 88 | 92 | 4 | 9 | 120 | 87 | 0
Cc1ccc(C)c(NC(=O)CSc2sc3c(O)cc(=O)[nH]c3c2C#N)c1 | 103 | 105 | 101 | -8 | -1 | 93 | 102 | 4
CCOC(=O)C1=C(COC(=O)CNS(=O)(=O)c2ccc(C)cc2)NC(=O)NC1C (stereo not drawn) | 85 | 113 | 108 | 6 | -6 | 75 | 103 | 2
Cc1ccc(OCC(=O)NCc2cccs2)cc1 | 101 | 100 | 99 | 5 | -28 | 98 | 101 | 1
COc1cccc(C(=O)Nc2ccc(-c3nnc(-c4ccco4)o3)cc2)c1 | 96 | 102 | 100 | 0 | 6 | 101 | 105 | 1
CCOC(=O)c1cnc(SCCN2CCOCC2)nc1N | 98 | 96 | 98 | -3 | 13 | 102 | 102 | 5
CC(NC(=O)CN1C(=O)NC2(CCCCCC2)C1=O)c1ccccc1Cl (stereo not drawn) | 99 | 104 | 95 | -12 | -6 | 96 | 96 | 2
CCOc1ccc(NC(=O)CNS(=O)(=O)c2c(C)cc(C)cc2C)cc1 | 98 | 104 | 103 | -2 | -4 | 97 | 99 | 2
Cc1ccc(NC2CCCN(C(=O)c3ccc(C)c(N4CCNC4=O)c3)C2)cc1C (stereo not drawn) | 101 | 109 | 105 | -6 | -4 | 93 | 100 | 1
COc1ccccc1NC(=O)C(=O)NCc1ccncc1 | 99 | 98 | 103 | -3 | 2 | 97 | 98 | 1
COc1cc(C(=O)NCCC(=O)NCCN2CCOCC2)cc(OC)c1OC | 106 | 110 | 106 | -5 | 13 | 99 | 107 | 0
CC(C)c1nc2ccc(Br)cn2c1NC1CCCC1 | 106 | 104 | 103 | 1 | -21 | 100 | 101 | 2
Cc1cc(NC(=O)C(C)C)ncc1NC(=O)c1cccc(F)c1 | 97 | 98 | 103 | 23 | 13 | 98 | 97 | 0
CN1CCCN(C(=O)/C=C/c2ccc(Cl)cc2Cl)CC1 | 93 | 89 | 95 | -6 | -1 | 97 | 85 | 3
COc1ccc(F)cc1S(=O)(=O)NCc1ccccc1 | 107 | 101 | 106 | -5 | . | 98 | 104 | 1
O=C(Nc1cc(S(=O)(=O)N2CCCCC2)ccc1O)c1ccccc1NS(=O)(=O)c1ccc(F)cc1 | 103 | 104 | 104 | 3 | 31 | 99 | 96 | 0
COCCNC(=O)CN1C(=O)COc2ccc(S(=O)(=O)N3CC(C)CC(C)C3)cc21 (stereo not drawn) | 108 | 111 | 102 | -2 | 3 | 104 | 103 | 0
O=C(NCCCN1CCCC1=O)c1ccc2c(=O)n(-c3ccccc3F)c(=S)[nH]c2c1 | 99 | 91 | 93 | -1 | 20 | 90 | 104 | 2
CN(CCO)c1ncnc2nc[nH]c12 | 99 | 97 | 100 | 1 | -6 | 95 | 94 | 1
Cc1ccc(C(=O)CSc2n[nH]c(-c3ccco3)n2)cc1C | 95 | 88 | 97 | 6 | 2 | 120 | 106 | 0
Cc1ccc2nc3c(cc(C(=O)NC4CCCC4)c(=N)n3C3CCCCC3)c(=O)n2c1 | 94 | 96 | 98 | -5 | -5 | 96 | 104 | 4
C=C1CC2C(CCC3(C)C2CCC3(O)C(C)=O)C2(C)CCC(=O)C=C12 (stereo not drawn) | 94 | 98 | 103 | 1 | 7 | 97 | 99 | 3
CCN1CCN(C(=O)C2CCN(S(=O)(=O)c3ccc(Br)cc3)CC2)CC1 | 96 | 102 | 109 | 2 | 22 | 88 | 107 | 2
Cc1cc(Cl)n2nc(C)c(-c3ccc(Cl)cc3)c2n1 | 94 | 99 | 98 | . | 33 | 93 | 95 | 1
C/C(=N\NC(=O)c1ccoc1C)c1cccnc1 | 97 | 103 | 99 | -3 | 7 | 93 | 100 | 0
CCN(Cc1cccs1)C(=O)c1cccc(S(=O)(=O)N2CCN(C)CC2)c1 | 99 | 99 | 95 | -6 | -2 | 100 | 95 | 0
COCC1CCCCN1Cc1cn(-c2ccccc2)nc1-c1ccc2c(c1)OCO2 (stereo not drawn) | 92 | 92 | 91 | -1 | 12 | 93 | 94 | 0
O=C1/C(=C\c2ccccc2)CCc2c1[nH]c1ccccc21 | 99 | 103 | 100 | -20 | -6 | 103 | 100 | 0
Cc1c(CN(C)Cc2cn(C)nc2-c2ccccc2F)[nH]c2ccccc12 | 94 | 87 | 95 | 11 | -10 | 86 | 96 | 0
COC(=O)[C@@H](NC(=O)N1CCC(Cc2ccccc2)CC1)C(C)C | 91 | 93 | 102 | -15 | 3 | 92 | 109 | 4
O=C(CCS(=O)(=O)c1ccc(F)cc1)N1CCOCC1 | 13[may fluoresce violet] | ? | 66[may fluoresce violet] | 2 | -5 | 89[may fluoresce violet] | 528*[may fluoresce violet] | 0
CC[C@@]1(C(=O)OC)N[C@H](CN(C)C(=O)c2ccc(F)cc2)[C@@H]2C(=O)N(Cc3ccccc3)C(=O)[C@@H]21 | 89 | 93 | 84 | -7 | -21 | 86 | 88 | 2
CC1CCC(NC(=O)c2cccc(S(=O)(=O)N3CCN(C)CC3)c2)CC1 (stereo not drawn) | 109 | 104 | 104 | 144 | 6 | 111 | 110 | 2
CCOCCCNC(=O)c1oc2ccc3c(c2c1C)C(O)CC(C)(C)O3 (stereo not drawn) | 109 | 111 | 113 | 3 | 0 | 100 | 116 | 0
CC(C)(CC(=O)O)Cc1nc(-c2ccc(Cl)cc2)no1 | 96 | 94 | 99 | 12 | -18 | 114 | 95 | 1
CC(=O)c1ccc(N2CCN(C(=O)C3CCN(C(=O)Nc4ccccc4)CC3)CC2)cc1 | 98 | 93 | 96 | 19 | 14 | 93 | 96 | 0
NC(=NCCc1ccccc1)NS(=O)(=O)c1ccccc1 | 120 | 89 | 97 | 2 | 8 | 100 | 98 | 0
Cc1ccc(-c2nnc(N3CCN(C(=O)c4cccs4)CC3)c3ccccc23)cc1 | 98 | 82 | 93 | 2 | -10 | 110 | 93 | 0
Cc1ccc(-c2cc(-c3ccccc3)c(C#N)c(N)n2)o1 | 27 | 81 | 94 | 6 | -53 | 103 | 86 | 3
Cn1c(Cn2cnc([N+](=O)[O-])n2)nnc1SCC(=O)Nc1ccc(Br)cc1 | 103 | 112 | 107 | 2 | -4 | 125 | 138 | 2

Among those listed so far, these contain a cyano group:
SMILES | AGP1 TOR yeast | CIT2 TOR yeast | RPL19A-GFP yeast | GASC-1 inh | VLA-4 inh | LAP4-GFP MLPCN | MEP2-GFP yeast | GRK2 inh
Cc1ccc(C)c(NC(=O)CSc2sc3c(O)cc(=O)[nH]c3c2C#N)c1 | 103 | 105 | 101 | -8 | -1 | 93 | 102 | 4
Cc1ccc(-c2cc(-c3ccccc3)c(C#N)c(N)n2)o1 | 27 | 81 | 94 | 6 | -53 | 103 | 86 | 3

Additional results
SMILES | AGP1 TOR yeast | CIT2 TOR yeast | RPL19A-GFP yeast | GASC-1 inh | VLA-4 inh | LAP4-GFP MLPCN | MEP2-GFP yeast | GRK2 inh
COc1ccc(OCCCC(=O)NNC(=O)c2ccncc2)cc1 | 108 | 98 | 97 | -3 | 3 | 120 | 94 | 0
CCS(=O)(=O)C1=NN2C(=N)/C(=C\c3ccc(OCCOc4cccc(OC)c4)c(OC)c3)C(=O)N=C2S1 | 98 | 102 | 104 | -9 | -1 | 89 | 100 | 0
C/C(=N\NC(=O)c1cccc2ccccc12)c1cccs1 | 96 | 93 | 100 | 14 | -8 | 90 | 87 | 2
CCOC(=O)C1CCCN(S(=O)(=O)c2ccc(-c3cc(C)no3)s2)C1 (stereo not drawn) | 86 | 91 | 93 | -19 | 5 | 88 | 99 | 5
CC(C)(C)S(=O)(=O)c1ccccc1C(=O)O | 98 | 105 | 96 | 0 | -10 | 89 | 93 | 0
CC1CC(C)CN(CCCNC(=O)c2ccc(CS(=O)(=O)Cc3cccc(Cl)c3)o2)C1 (stereo not drawn) | 103 | 112 | 99 | -18 | 16 | 98 | 109 | 0
O=C(Cc1cccs1)Nc1nnc(SCc2ccc(F)cc2)s1 | 99 | 98 | 102 | 4 | 9 | 98 | 104 | 0
O=C(CNCCN1CCOCC1)Nc1ccccc1Sc1ccccc1 | 102 | 101 | 101 | 10 | -10 | 95 | 96 | 0
O=C(NCCN1CCOCC1)c1ccc(Cl)c(Cl)c1 | 96 | 110 | 96 | -2 | 6 | 87 | 108 | 0
Cc1ccc(C(C)C)c(OCC#CCN2CCOCC2)c1 | 99 | 107 | 102 | 4 | -4 | 83 | 101 | 2
Cc1ccc(NC(=O)O/N=C/c2ccc(N(C)C)cc2)cc1 | 76 | 99 | 96 | -3 | 0 | 79 | 91 | 1
CC1Cc2ccccc2N1Cc1cc(=O)n2ccsc2n1 (stereo not drawn) | 94 | 90 | 93 | 7 | -4 | 92 | 98 | 9
Cc1ccc2nc(Cc3ccc(N)cc3)[nH]c2c1 | 96 | 91 | 97 | 9 | -16 | 96 | 95 | 0
CCOC(=O)c1ccc(NC(=O)CSc2nnc(CNc3ccc(C)cc3)n2C)cc1 | 103 | 105 | 101 | -5 | 5 | 96 | 104 | 0
C=CCC[C@@H](Cc1ccc(F)cc1)C(=O)OC[C@@H](NC(=O)[C@@H](CC=C)CC(=O)N[C@@H](CO)Cc1ccccc1)C(C)(C)C | 96 | 93 | 95 | 0 | 18 | 96 | 97 | 1
Cc1c(C)c2ccc(OCc3ccc(C(=O)O)o3)c(C)c2oc1=O | 100 | 102 | 97 | -9 | -2 | 101 | 100 | 5
O=C(O)c1ccc(-c2ccccc2C(F)(F)F)o1 | 100 | 102 | 97 | -1 | 2 | 103 | 105 | 1
COC(=O)/C(=N\Nc1ccc(Cl)cc1)Sc1nnc(-c2ccc(OC)cc2)n1C | 99 | 100 | 100 | 5 | 2 | 103 | 101 | 0
O=C1C2C3C=CC(C4CC34)C2C(=O)N1Cc1ccccc1 (stereo not drawn) | 97 | 97 | 104 | 2 | -13 | 96 | 105 | 0
CC(N1CCOC1=O)S(=O)(=O)c1ccccc1 (stereo not drawn) | 107 | 109 | 102 | -7 | 20 | 102 | 98 | 2
O=S(=O)(c1ccccc1)N1CCN(Cc2ccccc2C(F)(F)F)CC1 | 100 | 100 | 106 | . | 7 | 98 | 95 | 0
Cc1cccc(CN2CCOCCS2(=O)=O)c1 | 91 | 98 | 101 | -15 | -11 | 131 | 98 | 3
O=[N+]([O-])c1ccc(O)c(/C=N/n2cnnc2)c1 | 90 | 88 | 98 | -11 | -1 | 97 | 92 | 1
CN1CCc2ccccc2C1C1CCNCC1 (stereo not drawn) | 98 | 104 | 96 | 10 | -11 | 92 | 95 | 0
O=C(NCc1ccc2c(c1)OCO2)C1CC(=O)N(C2CCCCCC2)C1 (stereo not drawn) | 103 | 96 | 99 | -4 | 18 | 94 | 104 | 0
Cc1ccc(NC(=O)CN(C)S(=O)(=O)c2cccc3nsnc23)cc1 | 97 | 95 | 95 | 2 | 20 | 101 | 97 | 0
Cc1cccc2c(=O)c(C(=O)NCCCN3CCOCC3)c[nH]c12 | 86 | 83 | 113 | 11 | -6 | 76 | 92 | 0
N#Cc1c2n(c(=S)n(-c3ccccn3)c1=O)CCCCC2 | 103 | 102 | 106 | 14 | -3 | 98 | 105 | 1
